Screens deposited in PubChem by several laboratories.
PvdQ inh: P. aeruginosa PvdQ acylase inhibitors, primary screen, biochemical, fluorescence, plate reader and imaging, single point; PvdQ acylase [Pseudomonas aeruginosa LESB58]; purified PvdQ acylase; inhibition, % at 10 µM; hit rate 0.063% among 340,000; AID 488965, 2010; in the data active = inhibition above about 30%, passing the limit was not always enough; inconclusive = no clear call, values can overlap the other calls;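 also: 0% = vehicle neutral wells and 100% = reference inhibitor wells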
dFosB activator: activators of delta FosB homodimer, primary screen, biochemical, fluorescence polarization, TAMRA-CDK5 oligo, single point; Protein FosB (Mus musculus), P13346; purified delta FosB; percent of positive-control signal above neutral wells; activation, % at 25 µM; hit rate 0.99% among 340,000; AID 493131, 2011;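 active = mean activation above about 17%, with every replicate also reaching it, limit read from the data, passing the limit was not always enough; inconclusive = only one of the two conditions met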;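 also: fluorescence polarization rise as delta FosB binds a TAMRA Cdk5 AP-1 oligo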
HTR5A ag ctr: HTR5A agonists in luminescence cell assay, primary screen, counter-screen for OPRM1-OPRD1 heterodimer agonist project, full-deck HTS | cell-based | 5-hydroxytryptamine receptor 5A (Homo sapiens), P47898 | activation, % at 9.3 µM | hit rate 0.61% among 340,000; in the data active = activation mostly above about 9.5%, no sharp cut-off; inactive = mostly below about 7.6%;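 also: 0% = cells with vehicle only and 100% = reference agonist; strong numbers were not always called active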
Target sequence (P47898 whole entry, looked up): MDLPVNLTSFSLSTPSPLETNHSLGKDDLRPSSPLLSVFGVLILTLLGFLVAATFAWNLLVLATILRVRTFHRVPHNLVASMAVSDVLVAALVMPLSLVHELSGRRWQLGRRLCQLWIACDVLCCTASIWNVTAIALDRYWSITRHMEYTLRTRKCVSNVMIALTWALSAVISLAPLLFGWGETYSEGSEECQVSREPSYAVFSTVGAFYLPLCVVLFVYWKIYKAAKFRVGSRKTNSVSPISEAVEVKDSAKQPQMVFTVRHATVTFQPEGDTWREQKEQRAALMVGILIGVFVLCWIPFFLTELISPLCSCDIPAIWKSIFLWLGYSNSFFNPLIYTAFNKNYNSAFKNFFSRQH
SR-BI uptake up: activators of SR-BI mediated DiI-HDL uptake, primary screen, ldlA[mSR-BI] CHO cells, DiI fluorescence | 3 h; 100 = double the neutral-control signal | activation, % at 12.5 µM | hit rate 0.096% among 320,000 | AID 504775, 2011;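 active = mean replicate activation of at least 60% and every replicate at or above 60%; inconclusive = mean or all-replicate condition met, but not both; inactive = mean below 60% and not all replicates reaching 60%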;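 also: 0% = median plate neutral-control signal and 100% = twice that signal; values of inactives mirror those of a sister screen read the other way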
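Assay system: CHO ldlA[mSR-BI] cells, LDL receptor-null, SR-BI overexpressing; medium: Ham's F12 with 0.5% BSA, HEPES 25 mM, pH 7.4; also added: DiI-HDL 10 µg/mL; timing: 3 h uptake period with compound, 37 °C; signal: DiI fluorescence, bottom read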
Wnt act: Wnt/beta-catenin pathway activators, primary screen, cell-based, plate reader, single point | Wnt/beta-catenin reporter cell assay, activator | activation, % at 9.35 µM | hit rate 1.2% among 300,000; in the data active = activation above about 30%, passing the limit was not always enough; inconclusive = no clear call, values can overlap the other calls;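 also: 0% = neutral control wells and 100% = positive control wells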
Rtt109 HAT inh: inhibitors of C. albicans Rtt109/Vps75 HAT, primary screen, biochemical, ThioGlo CoA-SH fluorescence, plate reader | Histone acetyltransferase RTT109 (Candida albicans (strain SC5314 / ATCC MYA-2876)), … | purified Rtt109/Vps75, 4 h | inhibition, % at 34.9 µM | hit rate 0.16% among 330,000 | AID 540336, 2011;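 active = inhibition of at least 50% in every replicate; inconclusive = best replicate reaches 50% inhibition but some replicates fall short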
SR-BI DiI inh: inhibitors of SR-BI mediated HDL lipid uptake, primary screen, ldlA[mSR-BI] cells, fluorescence, single point; Scavenger receptor class B member 1 (Mus musculus), Q61009; ldlA[mSR-BI] CHO cells, DiI-HDL uptake fluorescence, 3 h; AID 488896, 2010; hit rate 0.96% among 320,000; inhibition, % at 12.5 µM;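 active = mean replicate inhibition of at least 70% and a set share of replicates each scoring 70 or more; inconclusive = meets just one of the two criteria; inactive = fails both criteria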;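 also: 0% = median of neutral control wells and 100% = median of positive control wells; values of inactives mirror those of a sister screen read the other way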
Target sequence (Q61009 whole entry, looked up): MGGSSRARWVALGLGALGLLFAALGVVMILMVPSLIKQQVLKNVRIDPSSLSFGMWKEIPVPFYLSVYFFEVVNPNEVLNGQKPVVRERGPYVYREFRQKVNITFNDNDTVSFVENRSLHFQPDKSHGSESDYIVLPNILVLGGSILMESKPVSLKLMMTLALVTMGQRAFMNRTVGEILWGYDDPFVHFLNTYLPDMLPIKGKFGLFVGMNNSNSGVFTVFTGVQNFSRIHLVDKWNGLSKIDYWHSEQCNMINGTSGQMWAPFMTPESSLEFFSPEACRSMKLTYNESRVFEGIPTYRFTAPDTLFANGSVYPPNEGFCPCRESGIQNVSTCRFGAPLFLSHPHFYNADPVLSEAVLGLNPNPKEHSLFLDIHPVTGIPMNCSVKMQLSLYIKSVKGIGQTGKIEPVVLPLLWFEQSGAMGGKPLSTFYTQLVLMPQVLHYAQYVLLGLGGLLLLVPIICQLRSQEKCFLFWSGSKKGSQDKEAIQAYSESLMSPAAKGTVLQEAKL
RTF Ca sens act: cardiac RTF calcium sensitivity activators, primary screen, biochemical, IANBD-TnC fluorescence, EC20 calcium; IANBD-labeled TnC RTF fluorescence at EC20 calcium; 0% EC20 calcium, 100% full calcium; activation, % at 7.2 µM; Troponin I, cardiac muscle (Homo sapiens) + Troponin T, cardiac muscle (Homo sapiens) + …; hit rate 0.24% among 340,000;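 active = activation above the mean over all tested compounds plus 3 SD, cut at about 30% in these data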;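 also: rise in fluorescence read as greater calcium sensitivity of cardiac thin filaments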
CDK5 inh: inhibitors of human CDK5/p35 kinase, primary screen, biochemical, single concentration; Recombinant CDK5/p35, ADP-Glo luminescence, 60 min; inhibition, % at 10 µM; Cyclin-dependent kinase 5 (Homo sapiens) + Cyclin-dependent kinase 5 activator 1 (Homo …; hit rate 0.01% among 330,000; AID 488839, 2010;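 active = highest replicate inhibition of at least 50% and at least 75% of replicates reaching 50%; inconclusive = only one of the two criteria met; inactive = both criteria failed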;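 also: plate controls were DMSO neutral control for no effect and GW8510 at 10 µM for full effect; many of its hits are not listed in these tables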
MITF TRPM1 HTS: activators of MITF-driven TRPM1 promoter reporter, primary screen, cell-based, SK-MEL-5, luciferase, single point. AID 588334, 2011. activation, % at 12.5 µM. hit rate 0.75% among 300,000. SK-MEL-5 TRPM1-promoter luciferase, 24 h; % of positive control, neutral wells = 0;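 active = mean activation of at least 80% with every replicate also reaching 80%; inconclusive = mean reaches 80% but some replicate falls short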;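 also: 0% = neutral control wells and 100% = parthenolide positive control wells; values of inactives mirror those of a sister screen read the other way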
Numbers without * were called inactive; ? = inconclusive; nt = not tested or not shown; & = joins results of further samples. The list is partial; rates above refer to the full screens.

No.	smiles	SR-BI uptake up	PvdQ inh	MITF TRPM1 HTS	RTF Ca sens act	dFosB activator	HTR5A ag ctr	Rtt109 HAT inh	SR-BI DiI inh	CDK5 inh	Wnt act
1	CCC(=NC(C)c1ccccc1)c1c(O)[nH]c(=O)[nH]c1=O (stereo not drawn)	20	3	23	7	-9	8	2	-20	-0.2	0
2	COc1cc2c(c(OC)c1OC)-c1ccc(C(=O)O)cc1[C@@H](NC(C)=O)CC2	20	-17	13	8	2	-6	-6	-20	1.4	-2
3	CN1CN(c2ccccc2)C2(CCN(CCCSc3ccccc3NC(=O)/C=C/c3ccccc3)CC2)C1=O	-64	-10	-67	-3	?	nt	-1	64	-1.6	-6
4	COc1ccc(OC)c(-n2c(O)c(C=NCCN3CCNCC3)c(=O)[nH]c2=S)c1	-8	-6	1	17	-6	0	-16	8	2.3	0
5	C[N+]1(C)[C@@H]2CC[C@H]1CC(OC(=O)C(CO)c1ccccc1)C2 (stereo partly drawn)	7	-12	11	-1	1	-4	-3	-4	0.5	-1
6	CN1CCN(c2nc(N)cc(=O)[nH]2)CC1	-9	0	6	0	-5	0	0	9	-0.1	-1
7	CCCCCCCC(=O)NC(Oc1ccccc1[N+](=O)[O-])C(Cl)(Cl)Cl (stereo not drawn)	-21	-10	-6	1	5	0	-2	21	0.0	-3
8	O=C1N(c2ccccc2)C(c2cccnc2)N2CCCN12 (stereo not drawn)	18	-6	-4	3	1	0	-1	-18	1.0	-1
9	COC(=O)C1=C(c2ccccc2)C[C@@H]2CC[C@H]1N2C(=O)N1CCOCC1	31	-4	4	-6	-6	1	2	-31	-2.0	1
10	CCC(=O)c1ccc(OCC(=O)N2CCN(CC(=O)Nc3ccc(C)cc3)CC2)cc1	-62	-4	6	-7	-2	-1	1	62	-0.3	2
11	Nc1ccc(CCN2CCCC2)cc1	-5	-14	nt	3	-7	4	0	5	14	1
12	CON(C)C(=O)Nc1ccc(Cl)cc1	20	0	-5	-1	5	-1	-12	-20	-0.1	nt
13	O=P1(Nc2cccnc2)COc2ccccc2OC1	2	-8	nt	11	-2	-3	2	-2	-6.9	-1
14	O=C1CC(=O)N(c2ccc(Cl)cc2Cl)C(=O)N1	11	-5	0	-1	-1	4	9	-11	-0.4	nt
15	CC(=O)OC1C=CC2[C@H]3Cc4ccc(O)c5c4[C@@]2(CCN3C)C1O5 (stereo partly drawn)	-7	-8	0	1	-7	6	-4	7	-1.5	0
16	COc1ccc2c(c1OC)C(=O)OC2c1c(O)n(C2CCCCC2)c(=O)[nH]c1=O (stereo not drawn)	nt	-6	-4	2	6	2	5	nt	2.8	nt
17	Cc1cc(/C=C2\C(=O)NC(=O)N(c3ccc(F)cc3)C2=O)c(C)n1-c1ccc(C(=O)O)cc1	-4	-15	2	0	-1	4	7	4	1.3	0
18	Cc1ccc(OC(F)F)c(N2C(=O)C3C4CCC(O4)C3C2=O)c1 (stereo not drawn)	11	-10	-5	5	-4	-4	-2	-11	-0.2	0
19	CC(=O)C1(c2ccccc2)CCN(C(=O)C2CCC(=O)N(CCc3cccc(F)c3)C2)CC1 (stereo not drawn)	-1	-4	-13	0	-3	-4	-4	1	-0.4	-1
20	CC(Cc1ccccc1)NCCC(c1ccccc1)c1ccccc1 (stereo not drawn)	20	-13	-45	9	-3	-1	4	-20	0.7	42*

Part of the list above, set out differently:
The line under a structure holds: SR-BI uptake up	PvdQ inh	MITF TRPM1 HTS	RTF Ca sens act	dFosB activator	HTR5A ag ctr	Rtt109 HAT inh	SR-BI DiI inh	CDK5 inh	Wnt act
(10) CCC(=O)c1ccc(OCC(=O)N2CCN(CC(=O)Nc3ccc(C)cc3)CC2)cc1
  -62	-4	6	-7	-2	-1	1	62	-0.3	2
(11) Nc1ccc(CCN2CCCC2)cc1
  -5	-14	nt	3	-7	4	0	5	14	1

3 compounds from above, showing only PvdQ inh, SR-BI uptake up and Wnt act:
item | SMILES | PvdQ inh | SR-BI uptake up | Wnt act
15 | CC(=O)OC1C=CC2[C@H]3Cc4ccc(O)c5c4[C@@]2(CCN3C)C1O5 (stereo partly drawn) | -8 | -7 | 0
16 | COc1ccc2c(c1OC)C(=O)OC2c1c(O)n(C2CCCCC2)c(=O)[nH]c1=O (stereo not drawn) | -6 | nt | nt
17 | Cc1cc(/C=C2\C(=O)NC(=O)N(c3ccc(F)cc3)C2=O)c(C)n1-c1ccc(C(=O)O)cc1 | -15 | -4 | 0

Following part:
No.	smiles	SR-BI uptake up	PvdQ inh	MITF TRPM1 HTS	RTF Ca sens act	dFosB activator	HTR5A ag ctr	Rtt109 HAT inh	SR-BI DiI inh	CDK5 inh	Wnt act
21	O=c1c2ccccc2nc(/C=C/c2ccco2)n1-c1ccccc1O	13	1	0	-4	-3	-2	15	-13	-0.2	2
22	COc1cc(-n2c(=S)[nH]c3ccccc3c2=O)c(Cl)cc1Cl	3	-6	-13	9	-2	-8	12	-3	1.0	-4
23	Cc1nn(Cc2ccccc2)c(C)c1C(=O)OCC(=O)Nc1cccc(S(N)(=O)=O)c1	-25	-6	9	3	-5	-1	11	25	0.4	-2
24	NC(N)=Nc1ccc2[nH]c3c(c2c1)C[C@@]1(O)[C@H]2Cc4ccc(O)c5c4[C@@]1(CCN2CC1CC1)C3O5 (stereo partly drawn)	16	-11	8	2	45*	12	1	-16	-0.1	1
25	CCc1nnc(NS(=O)(=O)c2ccc(N=Cc3c(O)n(-c4ccccc4)c(=O)[nH]c3=O)cc2)s1	31	-13	5	4	-4	-1	-3	-31	-0.8	-2
26	COc1cc(O)cc2c1C(=O)O[C@@H](C)CCCC(=O)CCCCC2	-10	-21	-4	7	-15	2	6	10	0.3	0
27	COc1ccc(OC)c(C(O)C2CCCCN2)c1 (stereo not drawn)	-27	2	nt	-3	5	5	-6	27	1.4	-1
28	COc1cccc(OP(=O)(Nc2ccccc2)Oc2cccc(OC)c2)c1	-12	-6	-7	-2	-2	5	10	12	0.5	nt
29	COc1ccc(/C=C2/C(=O)NC(=O)N(c3ccccc3)C2=O)cc1CN1C(=O)c2ccccc2C1=O	39	-12	-13	11	1	6	8	-39	-4.5	nt
30	COc1ccccc1N1CCN(Cc2ccc(F)cc2)CC1	-2	-13	11	7	-4	1	nt	2	0.3	3

Compound profiles, as listed above:
Listed for COc1cc(O)cc2c1C(=O)O[C@@H](C)CCCC(=O)CCCCC2 = SR-BI uptake up: -10; PvdQ inh: -21; MITF TRPM1 HTS: -4; RTF Ca sens act: 7; dFosB activator: -15; HTR5A ag ctr: 2; Rtt109 HAT inh: 6; SR-BI DiI inh: 10; CDK5 inh: 0.3; Wnt act: 0
Listed for COc1cc(-n2c(=S)[nH]c3ccccc3c2=O)c(Cl)cc1Cl = SR-BI uptake up: 3; PvdQ inh: -6; MITF TRPM1 HTS: -13; RTF Ca sens act: 9; dFosB activator: -2; HTR5A ag ctr: -8; Rtt109 HAT inh: 12; SR-BI DiI inh: -3; CDK5 inh: 1.0; Wnt act: -4

Carrying on.
No.	smiles	SR-BI uptake up	PvdQ inh	MITF TRPM1 HTS	RTF Ca sens act	dFosB activator	HTR5A ag ctr	Rtt109 HAT inh	SR-BI DiI inh	CDK5 inh	Wnt act
31	COC1=C[C@@H]2[C@@H]3Cc4ccc(OC)c(O)c4[C@]2(CCN3C)CC1=O	5	3	-5	-4	3	1	5	-5	1.6	3
32	Cc1nc2ccccc2c(=O)n1-c1cccc([N+](=O)[O-])c1	3	-17	nt	-4	-12	0	0	-3	-0.3	2
33	CN1CCC(O)(c2ccccc2)C2CCCC21 (stereo not drawn)	36	-9	0	-2	2	1	-6	-36	0.1	-1
34	COc1cc2c(c(OC)c1OC)-c1ccc(O)cc1[C@@H](NC(C)=O)CC2	3	6	-62	3	2	1	0	-3	-0.7	-23
35	CCCNC(=O)N1CCC2(CC1)OCCO2	4	10	31	4	-5	-2	16	-4	2.2	nt
36	COc1cc(CC2(CCc3ccncc3)C(=O)N(C)C(=O)N(C)C2=O)cc(OC)c1OC	1	-25	-12	4	-8	6	4	-1	-0.4	-1
37	CCN(CC)c1ccc(N=Cc2c(O)n(Cc3ccccc3)c(=O)[nH]c2=O)cc1	15&27	-10&-3	-5&-8	3&4	-6&1	5&-6	-4&-4	-15&-27	0.4&0.7	-7&4
38	CCCCC1(CCO)C(=O)NC(=S)NC1=O	15	-8	-7	-2	-5	-2	-2	-15	-0.4	0
39	N#Cc1ccc(N2CCNCC2)c(F)c1	-8	-16	-6	0	-2	5	-5	8	-0.7	-2
40	Cc1cc(=O)n(-c2ccccc2)n1-c1ccccc1	-12	0	-1	0	0	-3	-8	12	0.5	-6
41	COC(=O)C1=C(c2c(C)noc2C)C[C@@H]2CC[C@H]1N2C(=O)NCC1CC1	15	5	2	1	-3	12	3	-15	0.8	0
42	CCOC(=O)CC(NC(=O)C(Cc1ccc(N(CCCl)CCCl)cc1)NC(C)=O)C(=O)OCC (stereo not drawn)	-12	-2	-46	2	-10	3	4	12	-0.3	4
43	CC1CCN(C(=O)C(C)Cl)CC1 (stereo not drawn)	-1	-15	-2	0	2	-2	-1	1	-2.5	0
